UbGFP stabilizer: ubiquitin-GFP accumulation via proteasome inhibition; Ubiquitin-GFP reporter cells, proteasome inhibition, GFP fluorescence; response scale: untreated = 0%, 10 µM MG-132 = 100%; Potency, µM (top dose mostly 45.9 µM), inactives show top-dose activation (GFP accumulation), most hits filed as activators; 67,000 tested, under 10 active; AID 526; active = well fitted activation curve with a large enough effect, not every such curve was filed as active; inconclusive = small, poorly fitted or top-dose-only effect, or another doubt; inactive = no such curve, though single readings can be large or run the other way; also: potency is read from the fitted curve at half-maximal effect
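GFP accumulation read-out: laser plate cytometry counting ubiquitin(G76V)-GFP-expressing U2OS cells after 4 hr compound exposure at 37 °C. Titrations spanned 46 uM to 2.9 nM; 0% = basal, 100% = 10 uM MG-132; concentration-response curves fitted.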
Epigenetic mod: epigenetic modulators derepressing GFP locus in mouse cells. AID 597. actives 0.09% (n = 68,000). mouse C127i GFP locus derepression, cytometry, 30 h. Potency, µM (series often up to 46.1 µM), for the others: at the top dose GFP derepression (activation); also: % of control where 0% means no effect
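Locus derepression in mouse mammary C127i cells whose integrated CMV-GFP reporter is normally silent; GFP expression after 30 h compound treatment was quantified by counting fluorescent cells.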
Texas Red fluor: compound fluoresces in the Texas Red spectral region. max dye-equivalent concentration, M. AID 587. Compound fluorescence, Texas Red channel, 547/618 nm; stronger effect = higher value. actives 0.06% (n = 59,000); in the data active = max dye-equivalent concentration above about 10 nM; inconclusive = between about 1.1 nM and that limit
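Compound titrations in 100 mM Tris pH 8.0 were incubated 15 min at room temperature and read at 547 nm excitation / 618 nm emission. Texas Red six-point standard curve on each plate converted fluorescence to dye-equivalent concentration.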
Rhodamine fluor: compound fluoresces in the rhodamine spectral region. Rhodamine-region fluorescence, 547/598 nm, Tris buffer; stronger effect = higher value. actives 0.05% (n = 59,000). max dye-equivalent concentration, M; in the data active = max dye-equivalent concentration above about 11 nM; inconclusive = between about 1.1 nM and that limit
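Intensities are converted to rhodamine-equivalent concentration using a six-point rhodamine standard on each plate. Compounds sit 15 min at room temperature in 100 mM Tris buffer, pH 8.0; read uses the 547/598 nm excitation/emission pair.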
4MU fluor: compounds fluorescent in 4-MU spectral region | actives 11% (n = 59,000) | compound autofluorescence, 340/450 nm, 4-MU equivalents; stronger effect = higher value | max dye-equivalent concentration, M; in the data active = max dye-equivalent concentration above about 10 nM; inconclusive = mostly about 1.1 nM to 9.6 nM
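Intrinsic fluorescence at 340/450 nm (ex/em) was read after 15 min at room temperature in pH 8.0, 100 mM Tris. Each compound concentration expressed as 4-MU-equivalent concentration from a six-point 4-MU standard series on each plate.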
HADH2 inhib: blocks human hydroxyacyl-CoA dehydrogenase type II | Q99714 | actives 3.4% (n = 73,000) | Potency, µM (highest dose often 57.1 µM), for inactives: at the top dose activity change, negative = inhibition, most hits filed as inhibitors | recombinant HADH2, NADH fluorescence, beta-hydroxybutyryl-CoA; also: potency is read from the fitted curve at half-maximal effect; % is scaled to controls: 0 for no effect and ±100 for the full control effect; nearly all actives have a fitted effect of over 60% in size; many of its hits are not listed in these tables
Target sequence (Q99714 whole entry, looked up, one chain of several): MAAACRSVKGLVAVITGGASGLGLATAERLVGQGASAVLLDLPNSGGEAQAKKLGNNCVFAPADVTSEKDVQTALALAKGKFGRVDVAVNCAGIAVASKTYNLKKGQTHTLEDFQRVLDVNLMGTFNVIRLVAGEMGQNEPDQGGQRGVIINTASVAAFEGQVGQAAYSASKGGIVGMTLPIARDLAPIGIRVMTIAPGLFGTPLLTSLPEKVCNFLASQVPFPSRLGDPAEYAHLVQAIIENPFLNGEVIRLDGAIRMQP
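Buffer 100 mM Tris-HCl pH 9.0/0.01% Tween-20; HADH2 20 nM; NAD+ 1 mM; beta-hydroxybutyryl-CoA 90 uM (all final). 15 min cpd preincubation, RT.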
Hsp90 Hop PPI: changes Hsp90-Hop TPR2A binding signal, up or down; AlphaScreen TPR2A-His6 binding biotin-Hsp90 C-terminal peptide; Potency, µM (doses to about 57 µM), without a hit: at the top dose activity change, negative = inhibition; actives 0.44% (n = 71,000); AID 595; active = well fitted curve in either direction with a large enough effect; inconclusive = small, poorly fitted or top-dose-only effect, or another doubt; also: potency is read from the fitted curve at half-maximal effect; % is scaled to controls: 0 for no effect and ±100 for the full control effect; many of its hits are not listed in these tables
Fluorescein autfl: compound fluoresces in the fluorescein spectral region; Compound autofluorescence, 480/540 nm, fluorescein-equivalent; stronger effect = higher value; max fluorescein-equivalent concentration, M; actives 0.91% (n = 59,000); in the data active = max fluorescein-equivalent concentration above about 10 nM; inconclusive = between about 1.1 nM and that limit
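Tris 100 mM pH 8.0; 15 min RT; CCD read, ex 480/em 540 nm. Output: fluorescein-equivalent concentration per compound concentration, from six-point dye series on each plate.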
15-hLO inh: 15-hLO (ALOX15) enzyme inhibition | P16050 | actives 1.4% (n = 74,000) | Potency, µM (series often up to 57.1 µM), for the others: top-dose activity change, negative = inhibition, actives largely listed as inhibitors | purified 15hLO-1, xylenol orange hydroperoxide absorbance; also: potency is read from the fitted curve at half-maximal effect; % is scaled to controls: 0 for no effect and ±100 for the full control effect; nearly all actives have a fitted effect of over 55% in size
Target sequence (P16050 whole entry, looked up): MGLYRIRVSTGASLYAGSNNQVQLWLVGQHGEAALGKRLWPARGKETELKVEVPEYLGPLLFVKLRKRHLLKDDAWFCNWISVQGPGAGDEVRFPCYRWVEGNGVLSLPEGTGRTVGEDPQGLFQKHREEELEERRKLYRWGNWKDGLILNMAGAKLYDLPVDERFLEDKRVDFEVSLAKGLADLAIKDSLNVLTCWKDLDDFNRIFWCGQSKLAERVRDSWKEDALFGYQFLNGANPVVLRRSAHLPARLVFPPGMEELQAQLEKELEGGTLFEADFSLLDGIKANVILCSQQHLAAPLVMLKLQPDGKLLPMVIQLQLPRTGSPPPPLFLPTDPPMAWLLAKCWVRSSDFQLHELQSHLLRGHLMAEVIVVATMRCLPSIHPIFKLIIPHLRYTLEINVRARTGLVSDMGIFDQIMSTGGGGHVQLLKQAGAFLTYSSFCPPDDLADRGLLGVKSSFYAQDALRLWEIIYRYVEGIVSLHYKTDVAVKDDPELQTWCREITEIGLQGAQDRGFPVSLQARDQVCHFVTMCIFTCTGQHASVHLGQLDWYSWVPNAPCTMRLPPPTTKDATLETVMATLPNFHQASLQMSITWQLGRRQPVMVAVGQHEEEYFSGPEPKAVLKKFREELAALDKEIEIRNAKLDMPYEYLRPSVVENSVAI
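Purified human 15hLO-1 (40 nM) in 25 mM Hepes pH 7.5, 0.01% Triton X-100, preincubated 15 min RT with compound, then 50 uM arachidonic acid for 6 min. Hydroperoxide read by ferrous/xylenol orange, 30 min; 573/405 nm absorbance ratio gave progress.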
HBB splicing: hemoglobin beta splicing modulation. HBB splicing reporter cell assay, activation; EGFP reporter with mutant IVS2-654 intron; response scale: normalised to 500 nM splice-correcting PNA. Potency, µM (series often up to 46.1 µM), inactives show at the highest dose activation, actives largely listed as activators. AID 925. actives 0.06% (n = 65,000); also: potency is read from the fitted curve at half-maximal effect; 0% is about no effect
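HeLa cells stably expressing EGFP interrupted by mutant beta-globin intron 2 (IVS2-654), 500/well in 2% FCS. Treated with compound for 2 days at 37C. Splicing correction scored as total well GFP intensity (488 nm excitation, 500-520 nm emission); 500 nM antisense PNA served as control.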
Pol III holo inh: DNA polymerase III holoenzyme inhibition. reconstituted DNA polymerase III holoenzyme replication, biochemical. Potency, µM (doses to about 57.1 µM), for inactives: at the highest dose activity change, negative = inhibition. actives 0.25% (n = 71,000). AID 603; also: potency is read from the fitted curve at half-maximal effect; % is scaled to controls: 0 for no effect and ±100 for the full control effect
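Reconstituted *E. coli* holoenzyme (0.35 nM Pol III, 1 nM beta, 154 nM SSB, 2 nM primase) was preincubated with compound for 15 min at RT. Synthesis on 1.4 nM ssM13Gori ran 35 min, then was stopped with PicoGreen/EDTA and read as dsDNA fluorescence.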
Numbers without * were called inactive; i = inactive; ? = inconclusive; nt = no result given; ! = repeats disagree; [ ] = dose if it differs, or a comment. Unless noted, calls follow the shape of the dose curve; as a rule, active = well fitted curve in the direction sought with a large enough effect; inconclusive = small, poorly fitted or top-dose-only effect, or another doubt; inactive = no such curve, though single readings can be large; an effect the other way counts as inactive or inconclusive. Some of the compounds tested (hit frequency here may not be typical).

SMILES | UbGFP stabilizer | Epigenetic mod | Texas Red fluor | Rhodamine fluor | 4MU fluor | HADH2 inhib | Hsp90 Hop PPI | Fluorescein autfl | 15-hLO inh | HBB splicing | Pol III holo inh
CCOCCCNC(=O)C1CCC(CNS(=O)(=O)c2ccc(F)cc2)CC1 (stereo unspecified) | 17% | 6% | i | i | i | -2% | 3% | i | 2% | 0.5% | -1%
Cc1ccc(C(=O)n2cnnc2N)cc1C | 0% | 2% | i | i | i | -9% | ? | i | 15% | 4.7% | -11%
C[C@]12CC[C@H]3c4ccc(O)cc4CC[C@@H]3[C@H]1CC[C@@H]2OP(=O)(O)O | -8%[9.17 µM] | 11%[9.22 µM] | ? | i | i | 5%[11.4 µM] | -3%[11 µM] | i | 22%[11.4 µM] | 1.4%[9.22 µM] | -5%[11.4 µM]
CCn1c(SCC(=O)N2CCc3ccccc32)nc2c(c1=O)SC(C)C2 (stereo unspecified) | 0% | nt | nt | nt | nt | -6% | -7% | nt | -8% | 0.0% | -3%
CCOCCn1c(CN(Cc2ccccc2)Cc2ccccc2)nc2c1c(=O)[nH]c(=O)n2C | -9% | -2% | i | i | i | -2% | -1% | i | -3% | -0.6% | 11%
O=S(=O)(Nc1nccs1)c1cc(Cl)ccc1Cl | -1% | 5% | i | i | i | ? | -8% | i | 0% | -0.2%[57.5 µM] | -9%
COc1cc(S(=O)(=O)N2CCN(Cc3ccccc3)CC2)ccc1Br | 2% | 0% | i | i | i | -3% | 1% | ? | -4% | -3.5% | 0%
Nn1c(SCC(=O)Nc2ccc(F)cc2)nnc1-c1ccccn1 | 21% | -2% | i | i | i | 5% | ? | ? | 18% | 2.8%[1.84 µM] | -2%
COCC(C)n1c(SCc2ccc(C(=O)OC)o2)nc2ccccc2c1=O (stereo unspecified) | 10% | 2% | i | i | i | 6% | 7% | i | -3% | -1.1% | -1%
O=C(COC(=O)CSCC(=O)N1CCCCC1)Nc1ccc(Cl)cc1 | -1% | 1% | i | i | i | 0% | -1% | ? | -2% | -0.2%[57.5 µM] | 2%
Cc1cc(NC(=O)COC(=O)c2ccc(S(=O)(=O)N3CCCc4ccccc43)cc2)no1 | -2% | 0% | i | i | i | -1% | 0% | i | -6% | 0.2%[57.5 µM] | 2%
C=C1CC2C=C(NC(C)=O)CC(C1)C2 (stereo unspecified) | -5% | 0% | nt | nt | nt | 3% | -1% | nt | -18% | -0.5%[9.22 µM] | -1%

Taken from above.
Nn1c(SCC(=O)Nc2ccc(F)cc2)nnc1-c1ccccn1 | Epigenetic mod = -2%
Cc1cc(NC(=O)COC(=O)c2ccc(S(=O)(=O)N3CCCc4ccccc43)cc2)no1 | 15-hLO inh = -6%

Back to the main list with the 2 entries that preceded the break.
SMILES | UbGFP stabilizer | Epigenetic mod | Texas Red fluor | Rhodamine fluor | 4MU fluor | HADH2 inhib | Hsp90 Hop PPI | Fluorescein autfl | 15-hLO inh | HBB splicing | Pol III holo inh
Cc1cc(NC(=O)COC(=O)c2ccc(S(=O)(=O)N3CCCc4ccccc43)cc2)no1 | -2% | 0% | i | i | i | -1% | 0% | i | -6% | 0.2%[57.5 µM] | 2%
C=C1CC2C=C(NC(C)=O)CC(C1)C2 (stereo unspecified) | -5% | 0% | nt | nt | nt | 3% | -1% | nt | -18% | -0.5%[9.22 µM] | -1%
CCOC(=O)C1CCN(C=Nc2cc(C)on2)CC1 | 8% | 1% | i | i | i | 5% | -1% | i | 10% | -0.3%[57.5 µM] | -2%
O=C(COc1ccc(S(=O)(=O)N2CCCC2)cc1)NCc1ccco1 | -2% | 0% | i | i | i | -15% | -1% | i | 3% | nt | -11%
O=c1c(-c2cc(F)cc(F)c2)nc2cnc(N3CCOCC3)nc2n1Cc1cccs1 | 2% | -3%[9.22 µM] | i | i | i | 2% | -2% | i | -1% | -0.8% | 1%
Nc1nc(SCc2ccc([N+](=O)[O-])cc2)c2ncn([C@@H]3O[C@@H](CO)[C@@H](O)[C@H]3O)c2n1 | 10% | -2% | ? | i | i | 2% | 1% | i | -5% | -0.1% | -1%
CSC1=C(C#N)C(c2ccccc2Cl)C2=C(CCCC2=O)N1 (stereo unspecified) | 5% | 7% | i | i | 3.2e-08M* | 1% | -1% | i | -2% | nt | 0%
Cc1nc(NC(=O)c2ccccc2)sc1-c1csc(N)n1 | 6% | 1% | i | i | i | -30% | -7% | i | -28% | 0.0%[57.5 µM] | 0%
O=C(Nc1cnccn1)c1cccc(C(F)(F)F)c1 | -1% | 0% | i | i | 2e-08M* | -8% | -4% | ? | ? | -2.4% | -1%
CSC1=NCCN1C(=O)COc1ccc2ccccc2c1 | -14% | -3% | nt | nt | nt | 4% | 2% | nt | 2% | -0.1% | -4%
CC1(C)C2CCC1(C)C(OC(=O)CC(=O)O)C2 (stereo unspecified) | nt | 10%[20.6 µM] | i | i | i | nt | nt | i | nt | nt | nt
CN1CCc2cccc3c2[C@@H]1Cc1ccc(O)c(O)c1-3 | -1% | -4%[9.22 µM] | ? | i | 3e-08M*! | 0.2µM* | ? | i | ? | -1.8%[20.6 µM] | -5%
CCN(Cc1cc2ccccc2[nH]c1=O)C(=O)c1cccnc1 | 1% | 5% | i | i | i | 5% | -4% | i | 4% | 1.2% | -5%
COc1cc(OC)cc(C(=O)Nn2c(C)nc3ccccc3c2=O)c1 | -3% | 4% | i | i | i | 5% | -1% | ? | 8% | -0.4%[57.5 µM] | -2%

Of the compounds above, these contain an NH in an aromatic ring.
SMILES | UbGFP stabilizer | Epigenetic mod | Texas Red fluor | Rhodamine fluor | 4MU fluor | HADH2 inhib | Hsp90 Hop PPI | Fluorescein autfl | 15-hLO inh | HBB splicing | Pol III holo inh
CCOCCn1c(CN(Cc2ccccc2)Cc2ccccc2)nc2c1c(=O)[nH]c(=O)n2C | -9% | -2% | i | i | i | -2% | -1% | i | -3% | -0.6% | 11%
CCN(Cc1cc2ccccc2[nH]c1=O)C(=O)c1cccnc1 | 1% | 5% | i | i | i | 5% | -4% | i | 4% | 1.2% | -5%

The results go on:
SMILES | UbGFP stabilizer | Epigenetic mod | Texas Red fluor | Rhodamine fluor | 4MU fluor | HADH2 inhib | Hsp90 Hop PPI | Fluorescein autfl | 15-hLO inh | HBB splicing | Pol III holo inh
CC(=O)Nc1cccc(NC(=O)C2CCCN2C(=O)Nc2ccccc2C)c1 (stereo unspecified) | -4% | -2% | i | i | i | -3% | -1% | ? | 3% | -4.0% | 0%
Cc1occc1C(=O)N1CCN(c2ncccn2)CC1 | 17%[9.17 µM] | -3% | nt | nt | nt | 15%[11.4 µM] | ? | nt | 13%[11.4 µM] | -0.9%[0.0738 µM] | -3%[11.4 µM]
COc1ccc(C)cc1NC(=O)CSc1nnc(-c2ccco2)n1Cc1ccco1 | -4% | 4% | i | i | i | 11% | -2% | i | -8% | -3.1%[57.5 µM] | -4%
CCOc1ccc(N2CC(C(=O)Nc3ccc(S(=O)(=O)N4CCOCC4)cc3)CC2=O)cc1 (stereo unspecified) | -4% | 2% | i | i | i | 13% | -5% | ? | -15% | 0.9% | 0%
Cc1ccccc1-n1c(Cn2c(=O)sc3ccccc32)nnc1SCC(N)=O | 4% | 0% | nt | nt | nt | 1% | -1% | nt | -4% | 0.6% | -3%
O=C(Nc1cnccn1)C1c2ccccc2Oc2ccccc21 | 2% | 0% | ? | i | i | 5% | -4% | ? | 1% | 2.5% | 9%
CCn1nnnc1SCC(=O)c1cc(OC)ccc1OC | -1% | -2% | i | i | i | -30% | 2% | i | -1% | -0.1%[57.5 µM] | -3%
O=C(c1cccnc1)N1CCN(C(=O)c2cccs2)CC1 | 14% | 7% | i | i | i | -6% | -4% | i | 3% | 1.0% | 1%
O=c1c(CCc2ccccc2)nc2cnc(Nc3ccccc3)nc2n1Cc1cccs1 | ? | -2%[9.22 µM] | i | i | ? | 13% | -11% | i | -4% | ? | -12%
CC1(C)CC(=O)C=C(Nc2ccccc2F)C1 | 17% | -2% | nt | nt | nt | -12% | -6% | nt | 3% | -1.6% | -4%
O=C(COc1ccc(S(=O)(=O)NC2CCCCC2)cc1Cl)NCc1cccnc1 | -5% | 3% | ? | i | i | ? | -3% | i | -19% | 6.0% | 5%
CN(CCNC(=O)C1CCN(S(=O)(=O)c2cnc[nH]2)CC1)Cc1ccccc1 | -10% | -1% | i | i | i | 0% | -9% | i | -3% | -2.3% | -2%
CC(=O)c1cccc(NC(=O)N2CCCC2C(=O)Nc2ccccc2C)c1 (stereo unspecified) | 0% | -1% | i | i | i | -3% | 0% | i | 9% | nt | -3%
COC(=O)CSc1nc(N)nc(C)c1Br | nt | 8%[20.6 µM] | i | i | i | nt | nt | ? | nt | nt | nt
COc1ccc(S(=O)(=O)NCCSc2ccccc2)cc1OC | 28% | 0% | nt | nt | nt | ? | 5% | nt | -3% | -0.9% | -2%

From PubChem BioAssay
